Screening data: PubChem BioAssay, Johns Hopkins Ion Channel Center
Kir21 inh = inhibitors of mouse Kir2.1 inward-rectifier potassium channel; Inward rectifier potassium channel 2 (Mus musculus), P35561; HEK293-Kir2.1, FluxOR thallium flux fluorescence; active compounds read low; B-score at 10 µM; 310,000 tested, 0.85% active; AID 1672, 2009;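 active = fluorescence ratio B-score at or below minus 3 SD of library scores, with starting-brightness B-score within 2 SD, cut at about -4.2 in these data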;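 note: channel flux triggered by added potassium and thallium sulfate stimulus; B-score of peak minus minimum fluorescence over baseline after thallium stimulus; more negative B-score means stronger Kir2.1 block with less thallium influx; some compounds called inactive have numbers as strong as hits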
Target sequence (P35561 whole entry, looked up): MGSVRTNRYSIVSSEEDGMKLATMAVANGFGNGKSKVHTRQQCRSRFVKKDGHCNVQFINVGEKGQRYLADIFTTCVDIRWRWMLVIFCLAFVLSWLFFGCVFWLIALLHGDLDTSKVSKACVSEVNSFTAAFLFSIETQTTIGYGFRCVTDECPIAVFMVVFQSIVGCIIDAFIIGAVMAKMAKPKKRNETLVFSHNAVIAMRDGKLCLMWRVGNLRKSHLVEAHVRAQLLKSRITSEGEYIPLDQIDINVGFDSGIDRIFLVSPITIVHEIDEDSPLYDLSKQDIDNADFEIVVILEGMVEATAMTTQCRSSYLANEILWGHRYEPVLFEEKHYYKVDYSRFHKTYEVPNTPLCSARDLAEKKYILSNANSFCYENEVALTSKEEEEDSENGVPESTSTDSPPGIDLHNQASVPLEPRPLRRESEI
CHT inh = inhibitors of human choline transporter CHT. CHT-expressing cells, membrane potential dye, choline response; active compounds read low. B-score at 10 µM. High affinity choline transporter 1 (Homo sapiens), Q9GZV3. 310,000 tested, 0.86% active;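 active = B-score over 3 SD under the library average, and starting fluorescence ratio not unusually high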;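 note: choline stimulus applied at its EC90 after an EC20 pre-addition; B-score computed on integrated fluorescence ratio after choline addition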
Target sequence (Q9GZV3 whole entry, looked up): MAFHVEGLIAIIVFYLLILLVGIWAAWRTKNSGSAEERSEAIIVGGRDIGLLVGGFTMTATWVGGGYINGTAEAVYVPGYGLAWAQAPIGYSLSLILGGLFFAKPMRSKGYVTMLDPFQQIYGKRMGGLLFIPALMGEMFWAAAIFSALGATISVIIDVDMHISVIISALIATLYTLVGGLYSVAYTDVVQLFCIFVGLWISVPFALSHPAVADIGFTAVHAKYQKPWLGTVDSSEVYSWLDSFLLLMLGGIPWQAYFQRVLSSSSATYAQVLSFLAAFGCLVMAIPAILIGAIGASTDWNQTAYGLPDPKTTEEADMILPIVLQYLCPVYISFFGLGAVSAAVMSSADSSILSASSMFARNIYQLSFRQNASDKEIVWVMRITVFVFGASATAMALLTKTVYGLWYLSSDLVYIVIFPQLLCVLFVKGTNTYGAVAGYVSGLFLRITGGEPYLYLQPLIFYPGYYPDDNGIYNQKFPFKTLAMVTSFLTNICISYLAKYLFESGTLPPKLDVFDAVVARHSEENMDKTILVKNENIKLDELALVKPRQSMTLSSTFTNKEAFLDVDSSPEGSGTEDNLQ
The depositor's hits bear a star; i = inactive; . = not tested or not shown.

CHT inh	Kir21 inh	SMILES
i	1.3	COc1ccc(Cc2nnc(NS(=O)(=O)c3ccc([N+](=O)[O-])cc3)s2)cc1
i	-0.18	Cc1ccccc1C(=O)N1CCN(c2ncccn2)CC1
i	-0.03	COc1ccccc1/C=C/C(=O)Nc1ccc(S(=O)(=O)Nc2cc(C)nc(C)n2)cc1
i	0.65	O=C(NCSc1ccncn1)c1ccccc1
i	-5.2*	COc1ccc(C(=O)C2CCCN(Cc3ccc4nonc4c3)C2)c(OC)c1 (stereo not given)
i	0.79	CC(C)(C)N1CC(C(=O)Nc2ccc(C#N)cc2)CC1=O (stereo not given)
i	1.2	Cc1cc(S(=O)(=O)N2CCCCC2)c(C)s1
i	-2.5	CC1(C)OC(=O)N(CCc2ccccc2)C1(C)O (stereo not given)
i	0.15	O=[N+]([O-])c1ccc(S(=O)(=O)N/N=C/c2cccs2)cc1
i	-1	Cc1nc(Cc2nnc(SC(C)C(=O)Nc3cccc(C#N)c3)o2)cs1 (stereo not given)
i	0.97	O=C(COc1c(CO)cc(Br)cc1CO)NC1CCCc2ccccc21 (stereo not given)
i	-0.42	COC(=O)C(Cc1ccccc1)NC(=O)CNS(=O)(=O)c1ccc(Br)cc1 (stereo not given)
i	2.6	CCOc1ccc(CN2CCN(Cc3ccon3)CC2CCO)cc1 (stereo not given)
i	0.12	CC(C)(C)C(=O)Nc1ccc(NC(=O)c2ccco2)nc1
i	-6	O=C(Nc1c(-c2cccs2)nc2ccccn12)c1ccccc1F
i	0.12	COc1ccc(Cc2nc(C(=O)Nc3ccc(OC)cc3)cs2)cc1
i	0.37	Cc1ccc(NS(=O)(=O)c2cc3c4c(c2)CC(=O)N4CCC3)cc1C
i	0.08	CC(=O)OCCCNc1cc(SCc2ccco2)c2nonc2c1[N+](=O)[O-]
i	-0.01	O=C(N/C(=C/c1ccc(Cl)cc1)c1nc2ccccc2[nH]1)c1ccco1
i	0.09	COCCn1c(C)c(C(=O)O)sc1=S

Whole records from above.
`O=C(N/C(=C/c1ccc(Cl)cc1)c1nc2ccccc2[nH]1)c1ccco1` in the list: CHT inh = i; Kir21 inh = -0.01
`CCOc1ccc(CN2CCN(Cc3ccon3)CC2CCO)cc1` (stereo not given) in the list: CHT inh = i; Kir21 inh = 2.6

Further compounds follow:
CHT inh	Kir21 inh	SMILES
i	-0.68	O=c1cc(-c2ccccc2)cc(-c2ccccc2)n1O
i	0.62	COc1ccc(C(=O)/C=C/C(=O)N(Cc2ccccc2)C(C(=O)NC2CCCCC2)c2ccncc2)c(O)c1 (stereo not given)
i	0.54	O=C(CSc1nc2ccccc2s1)Nc1ncccn1
i	1.6	CCOc1cc(NC(=S)NCc2ccccc2)c(OCC)cc1NC(=O)C(C)C
i	0.87	Cc1ccc(-c2nc(CS(=O)CC(=O)NC3CCCC3)c(C)o2)cc1 (stereo not given)
i	0	Cc1c(NS(=O)(=O)c2ccc(Br)cc2)c(=O)n(-c2ccccc2)n1C
i	0.68	CC(NC(=O)c1cc(-c2ccc(Br)cc2)on1)c1ccccc1 (stereo not given)
i	-1.4	Cc1ccc(NC(=O)O/N=C/c2cccc([N+](=O)[O-])c2)cc1
i	-0.59	O=C(Nc1ccc2c(c1)OCCO2)c1cccc(S(=O)(=O)N2CCOCC2)c1
i	-0.7	O=[N+]([O-])c1cc(Cl)ccc1N1CCN(c2cccc(C(F)(F)F)c2)CC1
i	1.4	Cc1c(NCc2cc(Cl)ccc2O)c(=O)n(-c2ccccc2)n1C
i	1.1	NC(=O)C1CCCN(C(=O)CCc2nnc(C3(c4ccc(Cl)cc4)CCC3)o2)C1 (stereo not given)
i	-0.34	O=C(Nc1ccc(Br)cc1)/C(=C/c1cccc([N+](=O)[O-])c1)NC(=O)C1CCCCC1
i	0.7	COC(=O)/N=C/c1c(NCc2ccccc2)nc2c(C)cccn2c1=O
i	-1.6	C=CCc1ccc(OCCn2nnc3ccccc32)c(OC)c1
i	-0.29	CC(=O)c1ccc(NC(=O)C(C)Nc2ccc(Cl)cc2)cc1 (stereo not given)
i	-0.75	C/C(=N\NC(=O)c1nn(C)c(C)c1Br)c1ccc(NC(=O)c2ccoc2C)cc1
i	.	O=C(Nc1cccc2ccccc12)N1CCN(c2ccccc2)CC1
i	1.5	COc1ccc(/C=N/NC(=O)c2ccc(N)cc2)cc1Cn1cc([N+](=O)[O-])cn1
i	0.14	COc1ccc(S(=O)(=O)N2CCOC2CNC(=O)C(=O)NCc2ccco2)cc1C (stereo not given)

Of the compounds above, these contain a cyano group.
CHT inh	Kir21 inh	SMILES
i	0.79	CC(C)(C)N1CC(C(=O)Nc2ccc(C#N)cc2)CC1=O (stereo not given)
i	-1	Cc1nc(Cc2nnc(SC(C)C(=O)Nc3cccc(C#N)c3)o2)cs1 (stereo not given)

Following part.
CHT inh	Kir21 inh	SMILES
i	0.11	Cc1cccc(C(=O)Nc2ccc(NC(=O)c3ccccc3)cc2)c1
i	-0.02	COc1ccccc1NC(=O)CSc1nnc(COc2ccc(Cl)cc2)o1
i	0.09	COc1cc(-c2nnc(-c3ccc(N4CCOCC4)cc3)o2)cc(OC)c1OC
i	-0.14	CCc1cc(C(=O)N2CCCC(CO)(Cc3ccc(F)cc3)C2)n(C)n1 (stereo not given)
.	0.71	O=C(O)c1cccc(N/N=C/c2cccnc2)c1
i	2.4	CN(CC(=O)Nc1c(Cl)cccc1Cl)C(=O)CNC(=O)c1ccc2c(c1)OCO2
i	1.5	O=C(CC1(O)C(=O)N(Cc2cccc3ccccc23)c2ccccc21)c1cccnc1 (stereo not given)
i	-0.32	COc1ccc(CCNC(=O)[C@@H](NC(=O)N2CC(=O)Nc3ccccc32)C(C)C)cc1OC
i	1.3	Nc1nc(-c2nc3ccccc3[nH]2)cs1
i	1.5	O=C(N/N=C/c1ccc(OC(F)F)cc1)c1cc[n+]([O-])cc1
i	0.14	CCCCN1C(=O)C(O)(c2ccccc2)c2cc(Br)ccc21 (stereo not given)
i	2.4	CCOC(=O)N1CCN(C(=O)c2cn(CC(C)C)c(=O)c3c2c2ccccc2n3C)CC1
i	-1.1	CCC(CO)NC(=O)c1ccccc1C(F)(F)F (stereo not given)
i	-1	CC(C)(C)OC(=O)CNC(=O)c1[nH]cnc1C(=O)NC1CCN(C(=O)OC(C)(C)C)CC1
i	2.9	COc1ccc(OC)c(C2c3[nH]c4ccccc4c3C[C@H]3C(=O)N(C4CC4)CC(=O)N23)c1 (stereo not given in full)
i	-1.1	CS(=O)(=O)c1ccc(Cl)c(NC(=O)Nc2ccccc2)c1
i	0.54	C/C=C(/C)C(=O)O[C@@H]1c2c(ccc3ccc(=O)oc23)O[C@@H]1C(C)(C)OC(=O)/C(C)=C\C
i	0.82	Cc1nn(CC(=O)NCC2CCCO2)c(C)c1[N+](=O)[O-] (stereo not given)
i	2.5	CCCC(=O)NCCSC
i	0.8	CCOc1cccc(-c2c(C(=O)N/N=C/c3sccc3C)nnn2-c2nonc2N)c1
i	-0.3	Cc1cc(C)cc(NC(=O)c2cc(S(=O)(=O)NCc3ccco3)ccc2F)c1
i	-0.03	CN(CCC#N)C(=O)COC(=O)c1ccc(Cl)c(S(=O)(=O)N(C)c2ccccc2)c1
i	-0.03	CCC(=O)c1ccc(O)c(CC=C(C)C)c1
i	1.4	CCOc1cc(-c2cc(-c3ccc(N)cc3)nc(N)c2C#N)ccc1O
i	1.7	O=C(CSCC(=O)OCC(=O)c1ccc(Br)cc1)Nc1cccc2ccccc12
i	0.72	CCOC(=O)c1cn2nc(Oc3ccc(OC)cc3)ccc2n1
i	-1.9	COc1ccc(C2=NN(C(=O)CCC(=O)O)C(c3cccs3)C2)cc1 (stereo not given)
i	-1.6	COc1ccc(C(O)(c2ccccc2OC)C(CN2CCOCC2)c2ccccc2)cc1 (stereo not given)
i	1.6	COc1ccc(S(=O)(=O)NCc2ccncc2)cc1NC(=O)c1ccccc1
i	-0.04	CC/C(C)=N/N1C(=O)c2ccccc2NC1(C)CC (stereo not given)
i	-1.2	Cc1cccc(N2CCN(C(=O)c3cc(S(=O)(=O)N(C)C)ccc3N3CCCC3)CC2)c1C
i	-1.6	COc1ccc2c(c1OC)C(=O)N1C2SC(C)(C)[C@H]1C(=O)NCCCOC(C)C (stereo not given in full)
i	0.03	CCCCOC(=O)c1ccc(NC(=O)CSc2nncn2C)cc1
i	-1	COC(=O)C[C@H]1c2cc(F)ccc2S(=O)(=O)N1Cc1ccccc1
i	-0.42	COc1cccc(-n2c(SCC(=O)N3CCc4ccccc43)nnc2-c2c[nH]c3ccccc23)c1
i	-0.26	COC(=O)c1cc(NS(=O)(=O)c2ccc(C)c3ccccc23)ccc1N1CCOCC1
i	-0.23	Cc1cc(C)nc(SCC(=O)NC2CCCCC2C)n1 (stereo not given)
i	-0.01	Clc1ccccc1Cn1nnc2c(Nc3ccccc3)ncnc21
i	0.23	N#Cc1ccc(OCC(=O)NCC(c2cccs2)N2CCOCC2)cc1 (stereo not given)
i	0.25	O=C(COc1ccc(S(=O)(=O)N2CCOCC2)cc1)NCc1ccccc1
i	0.05	COc1ccc(NC2CCCN(C(=O)c3cccc(C)n3)C2)cc1OC (stereo not given)
i	0.73	CCOC(=O)c1[nH]cnc1C(=O)Nc1cccc(N)n1
i	1.7	Nc1ccc(C23CC4CC(CC(C4)C2)C3)cc1
i	-0.35	Cc1ccc(C(=O)N2CCCC(CCC(=O)NCc3ccccc3F)C2)cn1 (stereo not given)
i	-0.55	COc1ccccc1NC(=O)Nc1ccc(C(N)=O)cc1
i	.	Cc1ccc(S(=O)(=O)N2[C@@H](c3ccc(F)cc3)C(C(=O)O)=CC[C@H]2c2ccc(Cl)cc2)cc1
i	0.04	Cc1ccc(S(=O)(=O)N2CCN(CC(=O)N/N=C/c3ccccc3OCC(=O)O)CC2)cc1
i	-2.9	Cc1ccc(CN2CCC(Oc3cccc(C(=O)N(C)CCN(C)C)c3)CC2)cc1C
i	1	O=C(Nc1sc2c(c1C(=O)O)CCCC2)c1cccc(Cl)c1
i	0.21	OCCC1CN(Cc2ccc3nonc3c2)CCN1Cc1ccsc1 (stereo not given)
i	0.54	Cn1c(=O)cc(OCC(=O)N2CCC(N3CCCCC3)CC2)c2ccccc21
i	-1.4	Cc1ccc2sc(=O)[nH]c2c1
i	0.45	Cc1ccc2nc(C(F)C(F)(F)F)[nH]c2c1 (stereo not given)
i	-1.4	COC(=O)C1CCCCN1C(=O)c1ccc2oc(Cc3ccccc3)nc2c1 (stereo not given)
i	-1.6	CCOC(=O)c1nn(-c2ccc(Cl)cc2Cl)c(=N)c(C#N)c1C
i	0.17	Cc1ccc(NC2(C#N)C(=O)Nc3ccccc32)cc1 (stereo not given)
i	-0.4	CCc1ccccc1NC(=O)CNC(=O)c1ccc(-n2cncn2)c([N+](=O)[O-])c1
i	0.73	O=C(NC(=S)Nc1nc2c(s1)CCCC2)c1ccccc1
i	-0.45	CCc1ccc(CN2CCCC(CNC(=O)c3cccc(OC)c3OC)C2)cc1 (stereo not given)
i	0.22	CCc1nc(N2CCN(C(=O)CCl)CC2)c2c3c(sc2n1)CC(C)CC3 (stereo not given)

Sorted by molecular weight (smallest number first): some entries from above
CHT inh	Kir21 inh	SMILES
i	1.7	Nc1ccc(C23CC4CC(CC(C4)C2)C3)cc1
i	0.73	O=C(NC(=S)Nc1nc2c(s1)CCCC2)c1ccccc1
i	1	O=C(Nc1sc2c(c1C(=O)O)CCCC2)c1cccc(Cl)c1
i	-1.4	COC(=O)C1CCCCN1C(=O)c1ccc2oc(Cc3ccccc3)nc2c1 (stereo not given)
i	-0.35	Cc1ccc(C(=O)N2CCCC(CCC(=O)NCc3ccccc3F)C2)cn1 (stereo not given)

Next section
CHT inh	Kir21 inh	SMILES
-16*	-1.6	Nc1ccccc1C(=O)NC1CCCNC1=O (stereo not given)
i	1.4	O=C(Nc1sc2c(c1C(=O)O)CCCCC2)c1ccco1
i	0.21	CCOC(=O)C1CCCN(c2c(N3CCC(N4CCCCC4)CC3)c(=O)c2=O)C1 (stereo not given)
i	-0.08	Cc1nnc(N2CCCCC2)c2ccccc12
i	1.4	O=C(CNC(=O)c1cccs1)N=Nc1c(O)[nH]c2ccc(Br)cc12
i	0.04	Cn1c(=O)c2c(-c3cccc(Br)c3)c(C#N)c(N)nc2n(C)c1=O
i	-3.8	Cc1nn(C)c(C(=O)N2CCc3ccccc32)c1Cl
i	0.37	c1ccc(Oc2cccc(OCCCn3cncn3)c2)cc1
i	1.7	COCc1cc(C)nc2oc(C(=O)c3ccccc3)c(N)c12
i	-0.57	COC(CNC(=O)[C@H](CSCc1ccccc1)N1Cc2ccccc2C1=O)OC
i	-0.92	O=C(NCC1CCCO1)c1ccccc1OCc1ccc(F)cc1 (stereo not given)
i	-0.07	COc1ccc2nc(NC(=O)CN3C(=O)NC4(CCCC4)C3=O)sc2c1
i	-2.6	COc1ccc(SCC(=O)Nc2ccccc2Cl)cc1
i	-0.02	CCOc1ccc(C2C(C(=O)O)c3ccccc3C(=O)N2CCN2CCOCC2)cc1 (stereo not given)
i	1.1	CCc1ccccc1NC(=O)Nc1ccon1
